RTF Ca sens inh = cardiac RTF calcium desensitization. P19429+P45379. IANBD-labeled cardiac RTF, Ca2+ fluorescence. 340,000 compounds, 0.12% hits. AID 493244. inhibition, % at 7.15 µM;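 active = inhibition above the mean inhibition of all tested compounds plus 3 SD, cut at about 17% in these data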;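 note: assay run at fixed EC70 calcium of 1.6 mM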
CAL-PDZ inh HTS = blocks peptide binding to the human CAL PDZ domain. Q9HD26. purified CAL PDZ, TMR-peptide fluorescence polarization, 1 h. inhibition, % at 24.9 µM. 300,000 compounds, 0.92% hits. AID 602252;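 active = mean inhibition of at least 30% with at least half of replicates also reaching 30%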;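 note: 0% = DMSO neutral control and 100% = excess unlabeled competitor peptide PRC23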
V-ATPase pHluor = regulators of yeast V-ATPase proton transport. S. cerevisiae, pHLuorin cytosolic pH fluorescence. response, % at 10 µM. 350,000 compounds, 0.37% hits; in the data active = response mostly above about 7.3%, no sharp cut-off; inactive = mostly below about 5.4%; note: actives read high; inactives centre near 0; some compounds called inactive have numbers as strong as hits; reference of the scale not given here
Keap1-Nrf2 PPI = disrupts human Keap1 binding to Nrf2 peptide. Q14145. Keap1 Kelch-Nrf2 peptide fluorescence polarization, 1536-well. inhibition, % at 9.4 µM. 340,000 compounds, 0.15% hits. AID 504523; in the data active = inhibition above about 12%;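 note: human Keap1 Kelch domain with fluorescein labeled Nrf2 9mer peptide probe; 0% = neutral control wells and 100% = peptide positive control; higher means more block of Keap1 binding to Nrf2 peptide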
OPRM1-OPRD1 inv = inverse agonists of human mu-delta opioid receptor heterodimerization; P35372+P41143; inhibition, % at 9.3 µM; 340,000 compounds, 0.21% hits; cell-based MOR-DOR heterodimer luminescence, inverse agonism; in the data active = inhibition above about 22%, passing the limit was not always enough;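 note: 0% = cells with DMSO and 100% = wells without cells with DMSO; values of inactives mirror those of a sister screen read the other way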
Target sequence (P35372 whole entry, looked up): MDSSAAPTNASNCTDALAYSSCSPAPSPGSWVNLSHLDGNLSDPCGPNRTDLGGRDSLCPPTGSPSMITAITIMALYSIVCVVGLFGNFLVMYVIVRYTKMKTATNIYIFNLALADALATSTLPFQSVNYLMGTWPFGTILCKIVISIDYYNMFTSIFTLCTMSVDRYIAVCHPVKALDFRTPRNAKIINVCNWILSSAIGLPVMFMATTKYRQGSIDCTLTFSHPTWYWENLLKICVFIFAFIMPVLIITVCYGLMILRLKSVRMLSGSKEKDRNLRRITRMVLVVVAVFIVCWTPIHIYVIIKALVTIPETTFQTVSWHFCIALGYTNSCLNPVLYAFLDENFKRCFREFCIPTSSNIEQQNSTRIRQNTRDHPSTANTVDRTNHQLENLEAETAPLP
Target sequence (P41143 whole entry, looked up): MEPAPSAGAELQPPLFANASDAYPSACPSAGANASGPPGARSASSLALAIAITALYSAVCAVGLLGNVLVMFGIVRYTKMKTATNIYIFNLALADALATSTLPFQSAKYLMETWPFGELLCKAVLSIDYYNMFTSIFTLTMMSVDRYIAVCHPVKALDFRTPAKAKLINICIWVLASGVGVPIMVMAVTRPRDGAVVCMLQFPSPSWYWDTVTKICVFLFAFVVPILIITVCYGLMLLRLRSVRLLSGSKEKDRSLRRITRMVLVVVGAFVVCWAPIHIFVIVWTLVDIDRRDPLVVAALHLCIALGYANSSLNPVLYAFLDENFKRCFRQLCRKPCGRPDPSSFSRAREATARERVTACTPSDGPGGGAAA
MOR-DOR ag = agonists of human mu-delta opioid receptor heterodimerization; cells, OPRM1-OPRD1 heterodimerization, luminescence; activation, % at 9.3 µM; 340,000 compounds, 0.3% hits; AID 504326; in the data active = activation above about 18%;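 note: 0% = vehicle-treated cells and 100% = reference agonist; values of inactives mirror those of a sister screen read the other way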
HTR5A ag ctr = HTR5A agonism, opioid heterodimer counter-screen | P47898 | 340,000 compounds, 0.61% hits | HTR5A agonist assay, luminescence, cell-based | activation, % at 9.3 µM; in the data active = activation mostly above about 9.5%, no sharp cut-off; inactive = mostly below about 7.6%;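 note: 0% = cells with vehicle only and 100% = reference agonist; strong numbers were not always called active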
HTR5A inv ag = inverse agonist of human HTR5A in OPRM1-OPRD1 counter-screen | P47898 | HTR5A cell line, luminescence, inverse agonism | inhibition, % at 9.3 µM | 340,000 compounds, 0.083% hits | AID 504634; in the data active = inhibition mostly above about 23%, no sharp cut-off; inactive = mostly below about 18%;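 note: 0% = cells with DMSO and 100% = no-cell wells with DMSO; some compounds called inactive have numbers as strong as hits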
C-LANA FP = KSHV C-LANA DNA binding inhibition; 340,000 compounds, 0.078% hits; AID 504423; MBP-C-LANA/FAM-LBS DNA binding, fluorescence polarization; inhibition, % at 9 µM;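 active = highest replicate inhibition at or above 60% at 9 µM, even if other replicates fall short; inactive = all replicates below 60% inhibition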;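 note: 0% = neutral control wells and 100% = 4 µM acridine orange control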
RTF Ca sens act = cardiac RTF calcium sensitization; IANBD-labeled TnC RTF fluorescence at EC20 calcium; 0% EC20 calcium, 100% full calcium; P19429+P45379; 340,000 compounds, 0.24% hits; activation, % at 7.2 µM; AID 493008;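 active = activation above the mean over all tested compounds plus 3 SD, cut at about 30% in these data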;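 note: rise in fluorescence read as greater calcium sensitivity of cardiac thin filaments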
* hit, by the source's call; nt = not tested or not shown.

SMILES	RTF Ca sens inh	CAL-PDZ inh HTS	V-ATPase pHluor	Keap1-Nrf2 PPI	OPRM1-OPRD1 inv	MOR-DOR ag	HTR5A ag ctr	HTR5A inv ag	C-LANA FP	RTF Ca sens act
Cn1c(=O)[nH]c(=O)c2c1nc(NCCCn1ccnc1)n2Cc1cccc(Br)c1	-1	-1	-2	-6	15	-3.0	-4	6	-1.1	3
Cn1ncc(Cl)c1C(=O)Nc1ccc2c(c1)OCO2	-1	-4	-2	1	7	-1.0	-7	1	0.0	-4
CC(=O)NC(CC(=O)N(C)Cc1c(F)cccc1Cl)c1ccccc1 (stereo unspecified)	-1	nt	2	3	6	-1.3	6	-16	0.0	0
CCCn1c(SCC(=O)NC2CCCc3ccccc32)n[nH]c1=O (stereo unspecified)	6	-1	-1	2	16	-3.1	1	18	-1.3	-1
Cn1c(-c2ccccc2)cnc1SCC(=O)N1CCCCC1	-8	-2	-5	-4	11	-2.5	5	4	-0.3	-5
CC(C)(C)N(CC#CCC(O)(c1ccccc1)c1ccccc1)CCO	3	-1	3	4	15	-3.0	-5	-14	-1.4	-1
O=C(NCCc1ccccc1)c1ccccc1NC(=O)C1CCCO1 (stereo unspecified)	2	-8	1	-9	8	-1.1	-2	-16	2.5	0
O=C(NCC(O)c1ccc([N+](=O)[O-])cc1)Nc1ccccc1 (stereo unspecified)	-9	-2	3	-5	19	-4.1	-2	6	1.2	-1
CC(=O)Oc1ccc(C(=O)Nn2cnnc2)cc1	-6	-2	-3	-2	8	-1.4	-1	7	-0.3	-1
O=C1CC(N2CCN(S(=O)(=O)c3ccccc3F)CC2)C(=O)N1c1ccccc1F (stereo unspecified)	6	nt	7	0	16	-3.1	0	-1	1.0	0
CCOC(=O)CCCNC(=O)CN1C(=O)NC(CCc2ccccc2)C1=O (stereo unspecified)	-10	nt	nt	-3	1	-0.2	3	5	0.4	6
C=CCOC(=O)C1=C(C)NC(=O)NC1c1ccc(N(C)C)cc1 (stereo unspecified)	-4	-4	-2	1	-4	0.9	-1	4	-2.2	-5
O=C(NC1CC1)c1cccc(Nc2ccc(-c3ccc4c(c3)OCCO4)nn2)c1	0	-3	-1	1	0	0.1	6	-4	-1.2	3
COc1cc2c(cc1OC)CN(C(=S)Nc1ccc(Cl)cc1)CC2	-3	-4	1	0	-3	0.5	6	-11	-0.2	-2
O=C(NCCO)c1ccc2nc(-c3ccco3)c(-c3ccco3)nc2c1	3	0	-2	-3	-21	4.2	4	10	34	-11
CN(/N=C/c1cc(Br)cc(Br)c1O)c1ccccc1	-6	-4	-3	-2	14	-3.2	2	-7	0.5	-6
CCN(C(=O)COC(=O)c1ccccc1O)c1cccc2ccccc12	-2	-11	2	-3	-22	4.2	2	-7	1.9	1
CC(=O)Nc1ccc(NC(=O)C(C)OC(=O)CCC2CCCC2)cc1 (stereo unspecified)	-3	0	-6	1	15	-2.3	1	-2	0.8	-7
O=C(c1cccs1)N1CCCC1	-5	-3	4	2	6	-1.1	-3	-37	0.0	4
CC(C)Oc1ccc(C(=O)Nc2ncn[nH]2)cc1	-12	-1	-1	-4	0	0.1	5	-14	0.6	9
C=CCn1c(SCC(=O)NC(=O)Cc2ccccc2)nc2ccccc2c1=O	-4	-2	1	1	11	-2.8	-2	5	0.5	5
CCn1nc(C)c(CNC(=O)CC2C(=O)NCCN2CC(C)C)c1C (stereo unspecified)	-2	-2	1	-2	17	-3.3	3	11	1.3	-1
Cc1ccc(NC(=S)N2CCCC(O)C2)cc1 (stereo unspecified)	-3	0	0	-1	-4	0.7	-2	5	-0.9	-2
O=C(Cn1cnc2c(nnn2Cc2ccccc2)c1=O)N1CCCc2ccccc21	-9	nt	-2	4	-1	0.1	-3	9	0.1	8
CCOc1ccccc1NC(=S)N1CCCc2ccccc21	-11	0	2	-1	4	-0.9	1	-3	-1.4	1
CN(CC(=O)Nc1ccc(S(=O)(=O)N2CCCC2)cc1)Cc1ccc(Cl)c(Cl)c1	9	-6	1	0	-17	3.3	-1	-23	-0.6	6
COc1ccccc1C/C(N)=N/OC(=O)COc1ccccc1C	-6	-2	2	-2	24	-5.1	0	-10	1.2	5
Cc1cc(C(=O)COC(=O)C2CCN(C(=O)c3ccc(Cl)cc3)CC2)c(C)n1CC1CCCO1 (stereo unspecified)	-3	66*	1	-5	1	-0.1	1	-2	-0.7	-1
COc1cc(OC)cc(C(=O)N[C@H](C(=O)OCC(N)=O)C(C)C)c1	1	-1	-1	-3	10	-1.7	3	-9	1.6	-10
CCc1ccc(NC(=O)COc2ccc(Br)cn2)cc1	4	1	0	-9	12	-2.1	6	-11	-1.0	1
CS(=O)(=O)N1CCN(c2ccc(C(=O)N3CCOCC3)cc2[N+](=O)[O-])CC1	2	-7	-2	4	9	-2.0	-2	5	-0.1	2
CC(C)NC(=O)CSc1ccccc1C(=O)N1CCN(S(=O)(=O)Cc2ccccc2)CC1	-1	5	-4	0	-7	1.1	6	14	0.7	-3
O=C(CSc1nnc(Nc2ccccc2)s1)Nc1cccnc1Cl	-5	-1	-5	-2	-3	0.6	3	7	0.3	-4
Cc1ncc(S(=O)(=O)c2ccccc2)c(-c2ccccc2Cl)n1	-12	-2	3	0	5	-0.9	1	18	2.6	-4
CCc1nc(SCC(=O)Nc2ccc(F)cc2F)c2c(=O)n(C)c(=O)n(C)c2n1	-1	-3	-2	2	16	-3.0	-1	22	1.1	-1
O=C(c1ccc2c(c1)OCO2)N1CCN(c2cccc(C(F)(F)F)c2)CC1	-11	-2	-3	-7	-36	4.3	10	-20	0.3	-4
CSc1ccc(/C=N/n2c(C)nc3ccccc3c2=O)cc1	-10	0	-2	1	5	-1.2	-3	11	0.2	1
O=C(CCS(=O)(=O)c1ccc(Br)cc1)Nc1ccccc1Cl	4	-2	1	-2	14	-3.0	-3	13	-1.6	-9
C[C@H](CO)N1C[C@H](C)[C@@H](CN(C)C(=O)Nc2ccccc2)Oc2c(cccc2N(C)C)C1=O	-4	-6	1	-4	9	-1.9	0	-2	0.4	1
CCO[C@H]1OC(C(=O)N2CCN(Cc3ccc4c(c3)OCO4)CC2)=C[C@@H](c2csc3ccccc23)[C@@H]1CCCO	5	-4	-2	2	10	-1.9	-4	-2	1.8	7
O=C(Nc1cccc([N+](=O)[O-])c1)c1ccc(CSc2ccccc2)cc1	-4	-1	-2	-5	-38	7.7	7	-24	-1.0	2
Cc1cc(C)cc(NC(=O)c2cccnc2)c1	-1	-1	0	1	-6	1.1	2	21	-0.1	3
COc1cc(/C=N/NC(=O)c2nonc2N)cc(OC)c1OC	-11	-3	1	-1	2	-0.3	-4	12	-0.2	9
O=C(COC(=O)/C=C/c1ccc(OC(F)F)cc1)NC1CCCC1	-8	-1	0	4	-1	0.2	-6	14	0.3	1
Cc1cc(C)c(N2C(=O)CCCC2=O)c(Cl)c1	1	-1	-2	-5	13	-2.7	0	-1	-0.1	-2
Cc1ccc(N2CCN(CC3CC=CCC3)CC2)cc1 (stereo unspecified)	-16	nt	-1	1	-46	8.7	0	-1	3.2	-2
N#Cc1c(NC(=O)c2ccccc2)sc2c1CCCCC2	-10	-2	1	4	-19	3.5	6	-21	-0.3	0
COc1ccccc1-c1nnc(NC(=O)C(C)Sc2nncn2C)s1 (stereo unspecified)	-3	0	1	0	14	-2.8	-7	16	-0.8	1
CCOc1ccc2nc(NC(=O)c3ccco3)sc2c1	-6	nt	3	-1	9	-1.8	9	-11	3.1	4
CCOC(=O)C1CCN(C(=S)Nc2ccc(C)cc2)CC1	-7	nt	-4	-5	11	-2.1	1	4	-0.6	7
COc1cc(C(=O)NCc2nnc(SCC(=O)Nc3cccc(C)c3)o2)cc(OC)c1OC	-8	-3	13	-1	-6	1.0	2	30	1.2	10
O=C(Nc1ccc(-c2ccccc2)cc1)c1ccccc1	-8	1	3	-1	3	-0.6	3	-11	1.9	-6
O=C(OCCOc1ccc(Br)cc1)c1cnccn1	-5	-5	1	-4	9	-1.6	0	0	0.4	1
Cc1cccc(N2CCN(C(c3ccc(N(C)C)cc3)c3nnnn3C(C)(C)C)CC2)c1C (stereo unspecified)	-7	-2	5	2	5	-1.0	-1	-6	0.7	-2
CCOCCOC(=O)COc1ccc2c(-c3ccccc3)cc(=O)oc2c1	1	-5	3	-3	17	-2.9	1	-3	-1.8	0
NC(=O)c1sc2nc3c(c(-c4ccccc4)c2c1N)CCC3	-10	0	1	-3	-3	0.5	5	-15	0.2	4
COc1ccc(N(C(=O)c2cccnc2)S(=O)(=O)c2ccc(Cl)cc2)cc1	-4	nt	1	0	8	-1.6	2	-7	-0.3	4

10 of the compounds above, with two lines to a compound.
Order of values – RTF Ca sens inh	CAL-PDZ inh HTS	V-ATPase pHluor	Keap1-Nrf2 PPI	OPRM1-OPRD1 inv	MOR-DOR ag	HTR5A ag ctr	HTR5A inv ag	C-LANA FP	RTF Ca sens act
- COc1ccccc1-c1nnc(NC(=O)C(C)Sc2nncn2C)s1 (stereo unspecified)
    -3	0	1	0	14	-2.8	-7	16	-0.8	1
- CCOc1ccc2nc(NC(=O)c3ccco3)sc2c1
    -6	nt	3	-1	9	-1.8	9	-11	3.1	4
- CCOC(=O)C1CCN(C(=S)Nc2ccc(C)cc2)CC1
    -7	nt	-4	-5	11	-2.1	1	4	-0.6	7
- COc1cc(C(=O)NCc2nnc(SCC(=O)Nc3cccc(C)c3)o2)cc(OC)c1OC
    -8	-3	13	-1	-6	1.0	2	30	1.2	10
- O=C(Nc1ccc(-c2ccccc2)cc1)c1ccccc1
    -8	1	3	-1	3	-0.6	3	-11	1.9	-6
- O=C(OCCOc1ccc(Br)cc1)c1cnccn1
    -5	-5	1	-4	9	-1.6	0	0	0.4	1
- Cc1cccc(N2CCN(C(c3ccc(N(C)C)cc3)c3nnnn3C(C)(C)C)CC2)c1C (stereo unspecified)
    -7	-2	5	2	5	-1.0	-1	-6	0.7	-2
- CCOCCOC(=O)COc1ccc2c(-c3ccccc3)cc(=O)oc2c1
    1	-5	3	-3	17	-2.9	1	-3	-1.8	0
- NC(=O)c1sc2nc3c(c(-c4ccccc4)c2c1N)CCC3
    -10	0	1	-3	-3	0.5	5	-15	0.2	4
- COc1ccc(N(C(=O)c2cccnc2)S(=O)(=O)c2ccc(Cl)cc2)cc1
    -4	nt	1	0	8	-1.6	2	-7	-0.3	4

Screening results deposited in PubChem by several laboratories.
